From PubChem
GDH-TPI counter = counter-screen for M. tuberculosis FBA inhibitors: GDH-TPI coupled enzymes. GDH-TPI coupled enzyme counterscreen, NADH absorbance. inhibition, % at 4.8 µM. 1.2% of 360,000 active;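 note: 0% = DMSO wells and 100% = wells lacking the enzyme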
CCHFV vOTU inh = CCHFV vOTU protease inhibition. Pep-AMC fluorescence. inhibition, % at 11.5 µM. 0.55% of 370,000 active; note: 0% = vehicle wells with enzyme and 100% = no enzyme wells
PrPC TRFRET = inhibitors of human cell surface prion protein PrPC; TR-FRET read-out; inhibition, % at 13.8 µM; P04156; 0.43% of 370,000 active; in the data active = inhibition above about 24%; note: 0% = median of the test wells and 100% = reference compound wells
Mtb FBA inh = inhibitors of M. tuberculosis fructose-bisphosphate aldolase; 2.3% of 360,000 active; AID 588726; purified M. tuberculosis FBA, fluorescence read-out; inhibition, % at 1 µM; in the data active = inhibition above about 27%;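 note: 0% = vehicle and 100% = reference inhibitor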
Target sequence (P9WQA3 whole entry, looked up): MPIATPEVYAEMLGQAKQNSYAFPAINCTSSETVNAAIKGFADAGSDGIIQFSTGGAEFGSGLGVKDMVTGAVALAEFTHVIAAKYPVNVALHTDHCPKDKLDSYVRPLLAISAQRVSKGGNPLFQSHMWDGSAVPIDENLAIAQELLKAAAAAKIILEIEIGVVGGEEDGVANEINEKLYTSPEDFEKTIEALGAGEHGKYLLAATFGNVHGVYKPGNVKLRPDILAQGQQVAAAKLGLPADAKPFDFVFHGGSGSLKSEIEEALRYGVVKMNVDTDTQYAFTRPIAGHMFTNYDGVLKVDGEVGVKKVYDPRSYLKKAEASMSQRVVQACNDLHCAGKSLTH
BioA inh = BioA (M. tuberculosis) enzyme inhibition; purified M. tuberculosis BioA enzyme, plate reader; AID 602481; inhibition, % at 9.99 µM; 0.096% of 360,000 active; in the data active = inhibition above about 40%; inconclusive = no clear call, values can overlap the other calls
UGM FP inh = blocks M. tuberculosis UGM enzyme; P9WIQ1; purified UGM, fluorescence polarization probe displacement; inhibition, % at 10 µM; 0.06% of 320,000 active; in the data active = inhibition above about 10%, passing the limit was not always enough; inconclusive = no clear call, values can overlap the other calls
Target sequence (P9WIQ1 whole entry, looked up): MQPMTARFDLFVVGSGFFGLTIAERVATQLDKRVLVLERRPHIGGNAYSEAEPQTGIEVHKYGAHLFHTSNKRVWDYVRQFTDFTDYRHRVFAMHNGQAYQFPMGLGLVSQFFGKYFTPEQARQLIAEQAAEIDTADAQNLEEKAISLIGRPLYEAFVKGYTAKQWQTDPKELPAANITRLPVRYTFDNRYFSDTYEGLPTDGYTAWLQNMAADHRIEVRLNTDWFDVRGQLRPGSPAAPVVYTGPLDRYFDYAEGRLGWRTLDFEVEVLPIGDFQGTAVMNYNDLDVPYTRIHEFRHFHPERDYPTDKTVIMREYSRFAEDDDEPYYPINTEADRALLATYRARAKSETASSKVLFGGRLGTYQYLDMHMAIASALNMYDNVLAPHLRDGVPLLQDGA
FadD28 binding = blocks FadD28 binding to the bisubstrate probe | 0.22% of 360,000 active | fluorescence polarization | inhibition, % at 12.5 µM; in the data active = inhibition above about 8.5%, passing the limit was not always enough; inconclusive = no clear call, values can overlap the other calls
BoNT F protease = BoNT F light chain protease inhibition; Multiplex microsphere protease cleavage assay, flow cytometry; inhibition, % at 10 µM; 0.22% of 360,000 active; in the data active = inhibition above about 35%, passing the limit was not always enough; inconclusive = no clear call, values can overlap the other calls; note: plate controls were buffer without enzyme for full effect and enzyme alone for no effect
BoNT A protease = blocks Botulinum neurotoxin A light chain protease; 0.17% of 360,000 active; multiplex microsphere protease substrate cleavage, flow cytometry; AID 588499; inhibition, % at 10 µM; in the data active = inhibition above about 30%; inconclusive = no clear call, values can overlap the other calls; note: plate controls were buffer without enzyme for full effect and enzyme alone for no effect
* = called active by the depositor; ? = inconclusive; . = no result given; & = joins results of further samples. Cut-off read from the data, not from the text of the source, unless noted: active = inhibition above about 30%; inactive = the rest.

SMILES	GDH-TPI counter	CCHFV vOTU inh	PrPC TRFRET	Mtb FBA inh	BioA inh	UGM FP inh	FadD28 binding	BoNT F protease	BoNT A protease
CC1CN(S(=O)(=O)c2cccc(C(F)(F)F)c2)C(C)N1C(=O)N1CCOCC1 (stereo not drawn)	-4	-2	6	2	0.7	-1.2	2.4	-1	-1.2
O=C(N/N=C/c1c[nH]c2ccccc12)c1cccc(O)c1	6	3	-2	-2	-0.9	1.5	-0.7	-14	0.1
CCOc1ccccc1C(=O)Nc1nnc(SCC(=O)Nc2cc(C)on2)s1	-6	-2	-7	1	.	4.1	-0.3	6	-0.4
Cc1ccc(NC(=O)C(C)OC(=O)Cn2cnc3ccccc3c2=O)cc1 (stereo not drawn)	-3	20	5	0	-0.7	-1.0	-1.3	-6	0.5
CC(C)c1nc2oc3c(=O)[nH]cnc3c2c2c1CCC2	5	20	1	6	0.1	-3.0	-0.6	11	2.0
CC(=O)NN1C(=O)c2ccccc2NC1c1cccc([N+](=O)[O-])c1 (stereo not drawn)	9	-9	-7	5	-0.5	4.1	1.0	16	-2.8
O=C(CCn1c(=S)[nH]c2ccccc2c1=O)NCCc1ccc(Cl)cc1	7	0	-6	1	.	-1.5	-2.8	-5	-0.3
CC(=O)C1=C(C)Nc2cc(C(F)(F)F)ccc2S1	19	5	-10	-2	-3.0	1.3	-3.3	-13	1.0
CC(C)NC(=O)Nc1cccc2c1O[C@@H](CN(C)S(=O)(=O)c1ccc(F)cc1)[C@@H](C)CN([C@H](C)CO)C2=O	-5	5	0	3	-0.5&1.2	-1.7	0.7	-2	0.1
COC(=O)CN(C)C1CC(=O)N(c2ccc(Cl)cc2)C1=O (stereo not drawn)	1	-7	2	-2	-1.0	2.4	0.7	-2	-0.3
Cc1ccc(C(=O)N(Cc2nc(-c3ccc(C)cc3)no2)C(C)C)cc1	11	8	1	1	-1.2	-0.6	-0.5	-2	0.1
O=C1[C@@H]2Cc3c([nH]c4ccccc34)C(c3cccc([N+](=O)[O-])c3)N2C(=O)CN1CCCO (stereo partly drawn)	-7	18	-26	-1	1.0	0.1	-3.2	-16	0.5
O=C(Nc1cccc(S(=O)(=O)NCc2ccco2)c1)c1ccc(Cl)cc1	13	12	10	2	1.3	-5.0	-0.2	-3	-0.1
CCc1cc2cc(OC)ccc2nc1SCC(=O)NNC(=O)c1ccco1	10	-2	8	-2	.	1.2	-0.6	1	0.0
C=CCN1CC(C(=O)N2CCC(Cc3ccc(Cl)cc3)(C(=O)OCC)CC2)CC1=O (stereo not drawn)	21	-7	-8	1	-0.9	1.0	-0.9	-6	-0.1
Cc1c(NC(=O)c2ccc(NS(=O)(=O)c3cccc([N+](=O)[O-])c3)cc2)c(=O)n(-c2ccccc2)n1C	12	1	-11	-1	1.1	.	-3.1	-3	-0.6
CC1CCCC(NC(=O)CNC(=S)N(Cc2ccccc2)Cc2cccs2)C1C (stereo not drawn)	3	26	-1	-4	.	0.7	-9.5	0	0.4
N#Cc1ccccc1S(=O)(=O)N1CCN(C(=O)Cc2coc3cc(O)ccc23)CC1	11	0	-2	8	2.9	-0.3	-2.0	.	.
CC(=O)Cc1nsc(Nc2ccc(Cl)cc2)n1	3	-9	4	0	.	1.0	-3.1	0	0.0
CCOCCCNC(=S)N(CCN(CC)CC)Cc1cc2cc3c(cc2[nH]c1=O)OCCO3	20	-27	-7	25	-0.6	1.3	2.1	9	-3.9
O=C(Nc1cccc(S(=O)(=O)NCc2ccco2)c1)c1cc(-c2ccccc2)nc2ccccc12	4	3	6	7	.	3.0	1.7	-6	0.1
Cn1nc(-c2ccccc2F)c2cc(C(=O)Nc3ccc4c(c3)OCCO4)sc21	16	-10	9	-2	-2.2	-1.1	-3.9	8	-0.3
CCc1ccc(C2(C)SC(NC(C)=O)=NN2C(C)=O)cc1 (stereo not drawn)	-9	5	0	2	3.6	-1.2	-2.3	-2	-0.3
COC(=O)c1ccc(NC(C(=O)OC)C(C)C)c([N+](=O)[O-])c1 (stereo not drawn)	-4	9	-11	1	.	-3.1	-0.8	-4	-0.7
Cc1ccc(C(=O)NNC(=S)NC(=O)c2ccccc2)cc1	31*	-1	17	-3	.	0.8	?	-13	-2.3

Continuation.
SMILES	GDH-TPI counter	CCHFV vOTU inh	PrPC TRFRET	Mtb FBA inh	BioA inh	UGM FP inh	FadD28 binding	BoNT F protease	BoNT A protease
O=C(COc1ccccc1Cl)N(Cc1cccs1)C1CCS(=O)(=O)C1 (stereo not drawn)	0	0	1	0	2.0	1.9	0.1	-2	-1.8
CCCCCNC(=O)CCn1c(=O)oc2ccccc21	11	6	-4	3	.	1.0	0.3	-10	-1.8
CN(C)CCNC(=O)Nc1ccc([N+](=O)[O-])cc1	1	2	0	2	0.9	-0.3	-1.0	2	-0.7
O=C(O)C(c1ccccc1)N1CCCCC1 (stereo not drawn)	11	-8	-1	1	.	-1.4	-0.2	1	-0.7
CN(C)c1nc(N)c2nccnc2n1	15	-23	-4	2	-1.4	.	0.0	-7	-0.3
CCOC(=O)COc1ccccc1-c1ccno1	4	-7	-1	1	-0.7	-0.9	-5.4	-8	?
Cc1ccc(NC(=O)CSc2nnc(COc3ccc(C#N)cc3)n2-c2ccccc2)cc1C	-4	-2	3	1	-2.0	-0.6	1.0	17	-0.1
CCOc1ccccc1-n1c(=O)c2ccccc2c2ccccc2c1=O	1	-6	-1	3	.	-0.9	-3.3	-4	-0.4
CCOC(=O)c1cc2c(c(-c3ccccc3)n1)[C@@H](CCO)N(S(=O)(=O)C(C)(C)C)C2	-3	0	3	1	0.2	.	-1.0	0	0.3
CCOc1ccc(S(=O)(=O)N2CCOCC2)cc1NC(=O)CCOc1ccc(C(C)(C)C)cc1	2	-9	5	-1	-0.5	.	0.8	3	-2.0
CCC1CCCCN1C(=O)CN1C(=O)c2ccccc2S1(=O)=O (stereo not drawn)	9	1	3	4	0.4	1.0	-0.5	.	.
CCOC(=O)c1c(-c2ccccc2)oc2ccc(OCC)cc12	16	-1	3	23	-2.2	0.2	-2.7	-6	-0.6
CCn1c(SCC(=O)N2CCOCC2)nnc1-c1cccs1	6	1	-2	70*	1.0	-0.3	-4.4	-4	0.3
O=C(c1cc(-c2ccc(F)cc2)on1)N1CCCc2ccccc21	-13	-1	-5	2	-0.6	-0.7	-2.7	-11	-0.6
O=C(/C=C/c1ccc(Cl)cc1)N1CCOCC1	6	2	-3	1	0.6	2.3	-1.4	5	2.0
COC(=O)COc1cccc(NS(=O)(=O)c2ccc(NC(C)=O)cc2)c1	2	-7	1	0	0.8	-0.9	-3.5	-10	-0.6
CCN(CC)CCNC(=O)C(=O)NCC1OCCN1S(=O)(=O)c1ccc(Cl)cc1 (stereo not drawn)	-1	2	4	1	0.3	-0.7	0.0	-1	-1.4
CC(=O)NC(=S)Nc1cccc(S(=O)(=O)NC2=NCCC2)c1	0	-14	0	2	.	.	-0.7	-8	-0.4
COc1cccc(-c2nnc(SCc3cccnc3)o2)c1	10	-5	3	0	4.0	-0.2	-3.5	-7	-2.7
CCOc1ccccc1CN1CCNC(=O)C1CC(=O)N(C)Cc1cnccn1 (stereo not drawn)	0	4	-1	0	-0.2	-2.1	0.2	-1	0.9
CSc1n[nH]c(NCc2ccc(C)cc2)n1	2	1	-6	1	-3.5	-1.3	-0.1	-6	-1.3
COc1ccc(C2C(C(=O)c3cccs3)=C(O)C(=O)N2c2nnc(C)s2)cc1OC (stereo not drawn)	26	.	.	-3	-8.7	5.8	-3.1	5	2.0
CSc1nnc(-c2ccc(S(=O)(=O)N3CCCC3)cc2)n1C	2	-6	2	47*	2.9	-2.0	1.5	-8	-0.4
COc1ccc(N=Nc2cc(C)c(O)c(CN3CCCCC3)c2)cc1	20	-8	-3	-8	-1.6	-2.1	-1.7	.	.
C#CCSc1nnc(-c2ccc(O)cc2)o1	1	-3	5	1	3.0	1.1	-0.7	0	-0.6

Other results:
SMILES	GDH-TPI counter	CCHFV vOTU inh	PrPC TRFRET	Mtb FBA inh	BioA inh	UGM FP inh	FadD28 binding	BoNT F protease	BoNT A protease
Cc1ccc(C)c(NC(=O)CCC(=O)NNC(=O)C(c2ccccc2)c2ccccc2)c1	7	8	-5	-1	.	-0.9	-0.7	-8	-0.3
C/C=C1\NC(=O)[C@H](C)NC(=O)[C@@H](NC(=O)[C@H](Cc2ccc(O)cc2)NC(=O)[C@@H](NC(=O)/C(C)=C/C)C(C)C)[C@@H](C)OC(=O)[C@H](CCCc2ccc(O)cc2)NC(=O)[C@@H](CCC(=O)OC)NC1=O	.	-3	-4	-4	-2.3	.	-3.4	4	2.0
c1ccc(Oc2cccc3cccnc23)nc1	9	2	6	8	.	-1.2	-0.6	?	-0.1
CCc1cc(C(=O)N(C)CC(=O)Nc2c(Cl)cccc2Cl)sc1C	2	4	13	1	-0.2	2.8	-1.0	-2	-0.5
Oc1ccc(C2C(c3ccccc3)=NN=C(c3ccc(Cl)cc3)N2O)c(O)c1 (stereo not drawn)	5	18	-5	-3	.	-1.3	-10	-4	-0.2
COc1cccc(C2c3c(oc4ccccc4c3=O)C(=O)N2CCCN2CCOCC2)c1OC (stereo not drawn)	-1	20	7	0	-0.4	.	-0.2	-2	-0.2
Cc1ccc(OC(C)C(=O)Nc2ccccc2C(=O)NCc2cccnc2)cc1C (stereo not drawn)	0	5	-9	-1	2.8	1.6	-2.1	-10	-1.1
Cc1ccc([C@@H]2[C@@H]3C(=O)N(C)C(=O)[C@@H]3[C@]3(Cc4ccccc4)C(=O)N(Cc4ccccc4)CC(=O)N23)o1	3	1	-3	0	-2.4	-1.2	-2.1	-9	-1.3
CNc1nc2c(N)ncnc2n1[C@H]1O[C@@H](CO)[C@H](O)[C@@H]1O	0	19	0	3	-1.9	-1.7	.	-22	-0.5
Cc1cccc(-c2nc(CSCC(=O)NCCCN3CCOCC3)c(C)o2)c1	8	-3	-2	2	-0.2	0.6	0.2	-4	0.1
C=COC(=O)NC1CCc2cc(OC)c(OC)c(OC)c2-c2ccc(SC)c(=O)cc21 (stereo not drawn)	16	17	-7	-2	.	.	-0.4	-6	0.1

Filtered by structure: the compounds so far containing a Cl atom.
SMILES	GDH-TPI counter	CCHFV vOTU inh	PrPC TRFRET	Mtb FBA inh	BioA inh	UGM FP inh	FadD28 binding	BoNT F protease	BoNT A protease
O=C(CCn1c(=S)[nH]c2ccccc2c1=O)NCCc1ccc(Cl)cc1	7	0	-6	1	.	-1.5	-2.8	-5	-0.3
COC(=O)CN(C)C1CC(=O)N(c2ccc(Cl)cc2)C1=O (stereo not drawn)	1	-7	2	-2	-1.0	2.4	0.7	-2	-0.3
O=C(Nc1cccc(S(=O)(=O)NCc2ccco2)c1)c1ccc(Cl)cc1	13	12	10	2	1.3	-5.0	-0.2	-3	-0.1
C=CCN1CC(C(=O)N2CCC(Cc3ccc(Cl)cc3)(C(=O)OCC)CC2)CC1=O (stereo not drawn)	21	-7	-8	1	-0.9	1.0	-0.9	-6	-0.1
CC(=O)Cc1nsc(Nc2ccc(Cl)cc2)n1	3	-9	4	0	.	1.0	-3.1	0	0.0
O=C(COc1ccccc1Cl)N(Cc1cccs1)C1CCS(=O)(=O)C1 (stereo not drawn)	0	0	1	0	2.0	1.9	0.1	-2	-1.8
O=C(/C=C/c1ccc(Cl)cc1)N1CCOCC1	6	2	-3	1	0.6	2.3	-1.4	5	2.0
CCN(CC)CCNC(=O)C(=O)NCC1OCCN1S(=O)(=O)c1ccc(Cl)cc1 (stereo not drawn)	-1	2	4	1	0.3	-0.7	0.0	-1	-1.4
CCc1cc(C(=O)N(C)CC(=O)Nc2c(Cl)cccc2Cl)sc1C	2	4	13	1	-0.2	2.8	-1.0	-2	-0.5
Oc1ccc(C2C(c3ccccc3)=NN=C(c3ccc(Cl)cc3)N2O)c(O)c1 (stereo not drawn)	5	18	-5	-3	.	-1.3	-10	-4	-0.2
